Efflux pump inh: antifungal efflux pump inhibition, Nile Red retention | inhibition, % at 10 µM | 0.44% of 330,000 active | S. cerevisiae Candida pump triplex | AID 485275;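 active = plate passing quality check with inhibition over a set limit, or well fluorescence over plate mean plus 4 SD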;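 also: Nile Red retained in pooled yeast measured as flow cytometry median fluorescence; 0% = buffer negative control and 100% = Enniatin B positive control; higher means more Nile Red kept so more efflux inhibition; some compounds called inactive have numbers as strong as hits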
LYPLA2 counter: blocks human lysophospholipase 2, a PME1 counter-screen. O95372. recombinant LYPLA2, FP-Rh probe fluorescence polarization. inhibition, % at 5.9 µM. 0.38% of 320,000 active;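 active = inhibition above the screen-wide mean plus 3 SD, limit set per campaign, cut at about 26% in these data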;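 also: 0% = LYPLA2 with DMSO and 100% = wells lacking LYPLA2 enzyme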
Target sequence (O95372 whole entry, looked up): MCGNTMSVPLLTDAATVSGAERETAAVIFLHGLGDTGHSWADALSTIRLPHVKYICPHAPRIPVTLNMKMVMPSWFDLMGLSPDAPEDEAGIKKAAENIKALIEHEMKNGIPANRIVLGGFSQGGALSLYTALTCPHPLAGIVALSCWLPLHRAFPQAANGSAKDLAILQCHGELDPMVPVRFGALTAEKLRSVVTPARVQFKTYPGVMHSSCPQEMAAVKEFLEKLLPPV
TPT1 inh: inhibitors of Candida albicans tRNA 2'-phosphotransferase TPT1; recombinant caTPT1, FP RNA substrate dephosphorylation; inhibition, % at 5 µM; 0.81% of 300,000 active; AID 1962;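 active = inhibition above the mean of all tested compounds plus 3 SD, set per screening campaign, cut at about 24% in these data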;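 also: plate controls were DMSO alone for no effect and ferristatin control at 100 nM for full effect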
GASC-1 inh: human JMJD2C demethylase inhibition; Q9H3R0; 0.069% of 330,000 active; inhibition, % at 2.35 µM; AID 2099; GST-JMJD2C(1-420) H3K9me3 demethylation, DELFIA europium;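 active = more than half of a compound's replicate wells show inhibition beyond 50%, single wells judged on their own value; inconclusive = some, but no more than half, of replicates pass 50% inhibition; inactive = no replicate passes 50% inhibition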;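 also: signal counts dimethyl H3K9 product captured on neutravidin plate; 0% = median of DMSO wells and 100% = 0.3 times that DMSO median; strong numbers were not always called active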
PP1 inh: PP1-alpha (human) inhibition in PP5 counter-screen | P62136 | purified PP1alpha, OMFP fluorescence | inhibition, % at 6.7 µM | 0.9% of 320,000 active;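 active = inhibition above the mean inhibition of all tested compounds plus 3 SD, computed separately for each screening campaign, cut at about 15% in these data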
Target sequence (P62136 whole entry, looked up): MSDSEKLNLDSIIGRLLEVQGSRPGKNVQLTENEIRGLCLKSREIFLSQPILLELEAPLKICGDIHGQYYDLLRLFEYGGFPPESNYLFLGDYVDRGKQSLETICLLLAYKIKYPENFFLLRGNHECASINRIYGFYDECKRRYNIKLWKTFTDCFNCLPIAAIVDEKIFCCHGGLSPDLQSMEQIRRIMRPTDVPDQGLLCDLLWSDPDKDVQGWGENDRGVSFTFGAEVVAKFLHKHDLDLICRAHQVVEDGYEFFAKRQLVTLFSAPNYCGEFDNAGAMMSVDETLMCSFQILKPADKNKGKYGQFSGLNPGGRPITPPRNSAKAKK
CTSL1 counter: cathepsin L1 inhibition, PFM18AAP counter-screen; inhibition, % at 5.96 µM; 0.49% of 300,000 active; AID 1906; recombinant F. hepatica cathepsin L1, Z-Leu-Arg-MCA fluorescence;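 active = inhibition above the mean of all tested compounds plus 3 SD, set per screening campaign, cut at about 17% in these data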;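 also: 0% = plate median of test compound wells and 100% = 1 µM Z-Phe-Ala-diazomethylketone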
PREPL inhibitor: inhibits the human prolyl oligopeptidase-like enzyme. 0.68% of 320,000 active. recombinant PREPL, fluorescence polarization activity-based probe. inhibition, % at 5.96 µM; in the data active = inhibition above about 43%;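 also: 0% = enzyme with DMSO and 100% = wells lacking enzyme; many of its hits are not listed in these tables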
HCV core dimer: HCV core protein dimerization inhibition | TR-FRET GST/Flag-core106 dimerization, 1536-well | AID 1899 | 0.33% of 300,000 active | inhibition, % at 5 µM;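 active = inhibition above the mean of all tested compounds plus 3 SD, set per screening campaign, cut at about 45% in these data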
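System – GST-tagged and Flag-tagged HCV core protein residues 1-106 · Repeats – one well for each compound · Technique – TR-FRET 671 and 617 nm emission · Doses – one concentration, 5 µM, in 0.5% DMSO · Times – 4 h, 22.5 °C incubation · Also added – Eu donor and XL665 acceptor anti-tag antibodies · Measure – percent inhibition of core106 dimerization signal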
PP5 primary: PP5 (human) phosphatase inhibition; P53041; purified PP5c, OMFP substrate fluorescence; inhibition, % at 6.7 µM; 0.18% of 320,000 active; AID 1987;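 active = inhibition above the campaign's mean inhibition across all tested compounds plus 3 SD, cut at about 9.5% in these data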;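 also: 0% = DMSO only and 100% = 100 µM cantharidin control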
Target sequence (P53041 whole entry, looked up): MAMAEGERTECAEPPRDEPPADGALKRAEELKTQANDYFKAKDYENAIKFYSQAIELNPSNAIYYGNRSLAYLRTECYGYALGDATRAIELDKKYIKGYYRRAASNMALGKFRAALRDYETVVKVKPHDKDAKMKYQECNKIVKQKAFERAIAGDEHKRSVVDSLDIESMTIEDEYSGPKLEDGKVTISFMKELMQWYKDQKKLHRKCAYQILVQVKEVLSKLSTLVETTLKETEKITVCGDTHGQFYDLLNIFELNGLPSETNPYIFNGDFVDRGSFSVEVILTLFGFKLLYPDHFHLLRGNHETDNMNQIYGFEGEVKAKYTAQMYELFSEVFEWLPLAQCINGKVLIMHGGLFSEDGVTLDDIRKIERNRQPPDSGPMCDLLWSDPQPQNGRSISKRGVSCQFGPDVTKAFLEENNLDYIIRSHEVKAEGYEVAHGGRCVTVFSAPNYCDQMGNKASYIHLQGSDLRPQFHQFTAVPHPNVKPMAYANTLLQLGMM
* marks the source's active call; other numbers are inactive results; u = inconclusive; x = no result given. This is a subset. The share of hits here may be higher or lower than overall.

1. Clc1cc(Cl)c2nc(N3CCCCC3)sc2c1
2. CCCCN=C1SC(C(=O)Nc2sc3c(c2C(=O)OC)CCC3)C(N)=C1C(=O)N1CCOCC1 (stereo not given)
3. COc1ccc(N2C(=O)c3ccccc3C2=O)cc1
4. CCC(=O)NCCc1cc2ccc(C)cc2[nH]c1=O
5. CNc1nc(CC(C)=O)ns1
6. CC(=O)Nc1cccc(NC(=O)CCCC(=O)O)c1
Assay by compound	1	2	3	4	5	6
Efflux pump inh	0.1	0.0	0.0	0.0	-0.1	0.1
LYPLA2 counter	6	0	-1	-6	0	1
TPT1 inh	-2	4	-1	0	1	1
GASC-1 inh	-1	-29	-6	-9	8	-5
PP1 inh	-2	-1	3	0	0	-1
CTSL1 counter	4	0	13	1	4	6
PREPL inhibitor	5	-7	8	10	-5	11
HCV core dimer	2	-2	1	4	-2	0
PP5 primary	2.0	-0.5	1.4	-1.8	0.5	1.7

7. O=C(Nc1ccc(-c2nnc3n2CCCCC3)cc1)c1cc2ccccc2o1
8. CCN(CC(=O)Nc1cc(S(=O)(=O)N2CCOCC2)ccc1Cl)Cc1ccccc1
9. Cc1nc2ccccc2c(=O)n1NC(=O)c1ccc(Cl)cc1
10. CC1CCCC(C)N1C(=O)COC(=O)CSc1ccc(C(N)=O)cc1[N+](=O)[O-] (stereo not given)
11. CC(Oc1ccc(/C=N/NC(=O)Cc2cccc3ccccc23)cc1)C(=O)O (stereo not given)
12. COc1ccc(N2C(=O)C3CCCN3C2c2cccc(Br)c2)cc1 (stereo not given)
Assay by compound	7	8	9	10	11	12
Efflux pump inh	-0.2	1.2	-0.3	-0.1	0.0	0.0
LYPLA2 counter	5	6	13	1	-5	-1
TPT1 inh	1	x	-1	0	1	-2
GASC-1 inh	0	1	-6	-8	-7	-4
PP1 inh	-8	3	1	-3	3	-6
CTSL1 counter	1	x	-8	-9	0	-2
PREPL inhibitor	12	20	14	-7	-5	1
HCV core dimer	12	x	-22	4	-3	6
PP5 primary	1.6	3.8	1.2	0.9	0.7	-0.1

13. COc1ccc(-c2[nH]n(-c3ccc([N+](=O)[O-])cc3)c(=O)c2C=NCc2ccccc2)cc1
14. COc1ccc2c(COC(=O)c3n[nH]c4ccccc34)cc(=O)oc2c1
15. COc1ccccc1CNC(=O)C1CCN(S(=O)(=O)c2cccc([N+](=O)[O-])c2)CC1
16. O=C1CCC(C(=O)Nc2ccccc2N2CCOCC2)=NN1
17. CCOc1ccc(S(=O)(=O)N(CC(=O)N2CCc3ccccc32)Cc2ccco2)cc1
18. COc1ccc(NC(=O)COc2ccc(/C=C/c3cccc[n+]3C)cc2OC)cc1
Assay by compound	13	14	15	16	17	18
Efflux pump inh	0.0	0.1	0.2	0.2	0.3	0.0
LYPLA2 counter	6	-1	0	6	8	-10
TPT1 inh	-2	2	-1	1	0	-2
GASC-1 inh	-5	0	-6	-24	0	-1
PP1 inh	-2	5	1	-7	4	0
CTSL1 counter	0	3	1	-1	1	1
PREPL inhibitor	4	-14	-1	1	-1	7
HCV core dimer	19	7	8	-1	19	-6
PP5 primary	-3.3	4.9	-0.4	1.5	6.8	0.2

19. C/C(=N\S(=O)(=O)c1ccc(C)cc1)N1CCCCC1
20. Cc1c(C#N)c(N)nc(Cl)c1C#N
21. COc1cc(/C(C#N)=C/c2ccccc2)c([N+](=O)[O-])cc1OC
22. COc1ccccc1/C=N/OCC(=O)NCc1ccc2c(c1)OCO2
23. Cc1cc(Cl)cc(Br)c1OCCNCC(C)O (stereo not given)
24. CCOc1ccc(NC(=O)c2cc3ccccc3cc2O)cc1
Assay by compound	19	20	21	22	23	24
Efflux pump inh	0.1	0.1	0.1	-0.1	0.0	0.4
LYPLA2 counter	-5	-10	12	4	-2	-2
TPT1 inh	-1	-1	-7	1	-5	-8
GASC-1 inh	34	14	u	-1	26	-27
PP1 inh	-2	-1	11	-3	4	9
CTSL1 counter	-2	-2	4	-1	-3	-2
PREPL inhibitor	-7	-5	11	0	-15	-2
HCV core dimer	-3	-2	3	1	-3	16
PP5 primary	-1.6	-0.8	2.7	-0.9	2.6	7.8

25. Cc1cc(C(=O)NCc2cccs2)nn1C
26. CCCSc1nnc2nc3c(nn12)c1ccccc1n3C
27. COc1cc(OC)cc(C(=O)N2CCN(c3ccccc3F)CC2)c1
28. CCCNS(=O)(=O)c1ccc(OCC(=O)N(C)Cc2ccccc2)cc1
29. CC(C)(CNc1ccc(C(F)(F)F)cc1[N+](=O)[O-])N1CCOCC1
30. Nc1nc(-c2cccnc2)nn1C(=O)CCc1ccccc1
Assay by compound	25	26	27	28	29	30
Efflux pump inh	0.2	-0.2	0.1	0.2	0.0	0.0
LYPLA2 counter	2	-7	7	-4	5	12
TPT1 inh	2	-4	-4	-5	-1	-1
GASC-1 inh	-1	4	66	-3	-45	86
PP1 inh	-6	-1	4	7	3	-1
CTSL1 counter	-3	10	-1	-4	-1	-9
PREPL inhibitor	3	11	11	-5	-1	18
HCV core dimer	-4	18	-7	-1	0	-1
PP5 primary	1.5	-2.0	-0.1	-3.0	1.7	2.6

31. Cn1c(SCc2nc3ccccc3[nH]2)nnc1-c1cccnc1
32. O=c1c2ccccc2nnn1COc1ccc(F)cc1Cl
33. O=C(Nc1ncn[nH]1)c1ccccc1O
34. Cc1cccc(-n2nc(CC#N)c(C#N)c2N)c1
35. O=C(COc1ccccc1)NCC1CCCO1 (stereo not given)
36. CCc1ccccc1NC(=S)N(CCN(C)C)C(C)c1ccco1 (stereo not given)
Assay by compound	31	32	33	34	35	36
Efflux pump inh	0.0	0.0	0.4	0.4	-0.1	0.1
LYPLA2 counter	14	9	4	3	2	-3
TPT1 inh	0	-1	-2	5	-1	-3
GASC-1 inh	19	6	-3	45	-5	4
PP1 inh	-4	1	-4	-2	-1	-5
CTSL1 counter	-3	1	3	-2	0	-1
PREPL inhibitor	-2	-9	16	34	4	14
HCV core dimer	1	-5	0	3	2	-3
PP5 primary	0.0	1.4	-1.9	-1.8	0.2	-1.0

One compound at a time, from the list above. Values in the order: Efflux pump inh, LYPLA2 counter, TPT1 inh, GASC-1 inh, PP1 inh, CTSL1 counter, PREPL inhibitor, HCV core dimer, PP5 primary
Cc1cccc(-n2nc(CC#N)c(C#N)c2N)c1 is listed as 0.4, 3, 5, 45, -2, -2, 34, 3, -1.8
O=c1c2ccccc2nnn1COc1ccc(F)cc1Cl is listed as 0.0, 9, -1, 6, 1, 1, -9, -5, 1.4
Cn1c(SCc2nc3ccccc3[nH]2)nnc1-c1cccnc1 is listed as 0.0, 14, 0, 19, -4, -3, -2, 1, 0.0

(listing goes on)
37. CCc1noc(C)c1C(=O)N1CCCC(CCC(=O)NCc2cccc(OC)c2)C1 (stereo not given)
38. CN(CCO)c1c2c(nc3cc(-c4cccc(F)c4)nn13)CCCC2
39. O=C(NCCCSc1ccccc1)c1cnc(Cl)c(Cl)c1
40. N#Cc1ccc(C(=O)Nc2nnc(-c3ccccn3)o2)cc1
41. COc1ccc(N2CCN(C(=O)CNC(=O)c3ccco3)CC2)cc1
42. Cc1ccccc1-c1nc(CS(=O)CC(=O)NC(C)CCc2ccccc2)c(C)o1 (stereo not given)
Assay by compound	37	38	39	40	41	42
Efflux pump inh	0.0	-0.1	0.3	0.1	0.1	0.0
LYPLA2 counter	9	7	2	1	0	2
TPT1 inh	1	-3	-2	1	1	-5
GASC-1 inh	3	5	3	6	2	12
PP1 inh	-2	2	-5	0	-3	-1
CTSL1 counter	2	-3	-1	5	-2	-4
PREPL inhibitor	-2	43	-23	1	-4	-17
HCV core dimer	-3	1	5	1	-1	6
PP5 primary	-1.9	1.9	0.5	1.7	3.1	0.3

43. Cc1nn2c(=O)cc(CSCC(=O)Nc3ccccc3Cl)nc2s1
44. COC(=O)c1ccc(C(=O)OC)c(NS(=O)(=O)c2ccc(NC(C)=O)cc2)c1
45. COC(=O)Cc1c(O)ccn(Cc2cccc(C(F)(F)F)c2)c1=O
46. Cc1nc2ccccc2nc1OCC(=O)Nc1ccc2ccccc2c1
47. CCCCCn1c(CN2CCCCC2C)nc2c1c(=O)n(C)c(=O)n2C (stereo not given)
48. Cn1c(=O)c2c(nc(NC3CCCCC3)n2CC(O)COc2ccccc2)n(C)c1=O (stereo not given)
Assay by compound	43	44	45	46	47	48
Efflux pump inh	-0.1	-0.1	-0.1	0.0	-0.1	-0.1
LYPLA2 counter	1	3	5	33*	-7	5
TPT1 inh	-3	-1	-1	3	0	-1
GASC-1 inh	-4	1	-7	-1	3	-11
PP1 inh	-5	10	-6	0	-2	-5
CTSL1 counter	2	-1	4	-3	0	-2
PREPL inhibitor	5	1	1	-11	7	18
HCV core dimer	3	-3	2	-2	-8	-4
PP5 primary	0.4	-0.9	2.0	3.2	-0.3	2.0

49. CC(OC(=O)C1CCC1)C(=O)Nc1cc(Cl)cc(Cl)c1 (stereo not given)
50. O=C(NCc1ccco1)C(c1cccnc1)N(C(=O)Cn1nnc2ccccc21)c1ccccc1 (stereo not given)
51. CN(C)c1cc(Nc2cccc(O)c2)c([N+](=O)[O-])c2nonc12
52. CCN1CCCC1CNC(=O)c1ccc(Sc2ccccc2Cl)c([N+](=O)[O-])c1 (stereo not given)
53. CN(C)C(CNC(=O)c1ccc(C(F)(F)F)cc1)c1ccco1 (stereo not given)
54. COc1ccc(CNCc2cccc(OC)c2OC)cc1Br
Assay by compound	49	50	51	52	53	54
Efflux pump inh	0.0	0.2	0.1	-0.1	0.7	0.2
LYPLA2 counter	-6	-6	0	3	2	-5
TPT1 inh	-1	-7	-1	0	-2	0
GASC-1 inh	1	1	0	8	-28	-24
PP1 inh	-3	-5	0	2	-1	-5
CTSL1 counter	-20	-7	12	3	2	-3
PREPL inhibitor	12	13	14	-19	8	1
HCV core dimer	2	2	4	-1	-9	-4
PP5 primary	0.7	1.9	1.5	0.1	0.8	1.2

55. CC1=Nn2c(nnc2-c2cc(C)[nH]n2)SC1
56. O=C(Cn1nnc(-c2ccccc2NC(=O)c2ccco2)n1)Nc1ccccc1
57. CCCn1c(NC(=O)c2ccc(Cl)c(S(=O)(=O)N3CCCC3)c2)nc2ccccc21
58. OCCNc1nc(Nc2ccc(Cl)cc2)nc(N2CCCC2)n1
59. CCc1cccc(CC)c1NC(=O)NC1CCCCC1
60. CS(=O)(=O)N1N=C(c2ccco2)CC1c1ccccc1Cl (stereo not given)
Assay by compound	55	56	57	58	59	60
Efflux pump inh	0.3	-0.1	-0.1	-0.1	0.0	-0.1
LYPLA2 counter	11	-9	-20	2	2	1
TPT1 inh	1	3	-1	-5	-2	3
GASC-1 inh	-1	1	6	-4	-1	-7
PP1 inh	-3	-3	8	1	-2	-1
CTSL1 counter	-1	-3	0	-8	-2	1
PREPL inhibitor	2	-8	1	-3	5	6
HCV core dimer	2	9	26	2	-8	7
PP5 primary	1.7	3.6	3.9	3.3	2.6	-1.7

61. Cc1ccc(Nc2nc(-c3ccc(O)cc3O)cs2)nc1
62. CCOC(=O)c1c(NC(=O)CSc2c[nH]c3ccccc23)sc2c1CCC2
63. O=C(Cn1nc(C(=O)O)c2ccccc2c1=O)NC12CC3CC(CC(C3)C1)C2
64. CCOC(=O)c1cnc(Nc2nc3ccccc3o2)nc1CSC(=S)N(CC)CC
Assay by compound	61	62	63	64
Efflux pump inh	-0.1	0.0	0.0	1.4
LYPLA2 counter	-15	-10	0	4
TPT1 inh	2	1	4	0
GASC-1 inh	5	0	-3	-7
PP1 inh	2	1	2	0
CTSL1 counter	5	4	0	3
PREPL inhibitor	16	11	9	-1
HCV core dimer	-13	-41	9	18
PP5 primary	2.4	2.4	0.1	2.0

Compound activity (PubChem)
